# Bioassay records deposited in PubChem by Broad Institute.
# Cneo AK release = causes C. neoformans cell lysis; AID 651654; lysis activity, % at 15 µM; 360,000 compounds, 0.2% hits; adenylate kinase release luminescence, 4 h; normalised: neutral wells 0, clomiphene wells 100;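 active means mean lysis activity across replicates of at least 80%, whatever share of replicates individually reach that level; inactive means mean lysis activity below 80%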
#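 Assay system: Cryptococcus neoformans yeast cells / Dosing: single-point compound dose / Timing: 4 h at 37 °C static, read 1 h later / Measured by: luminescence of released adenylate kinase using an AK detection reagent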
# PGC1a acetyl inh = modulators of PGC1a acetylation; 350,000 compounds, 0.17% hits; AID 651687; U2OS PGC1a acetylation, AlphaScreen anti-acetyl-lysine; with virally co-expressed GCN5 acetyltransferase; inhibition, % at 15.6 µM;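 active means every replicate shows inhibition of at least 40%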;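 further: 0% = neutral control wells and 100% = positive control wells; some results beyond the cut were filed as inactive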
# FN deposit inh = fibronectin deposition inhibition; AH1F fibroblasts, Alexa488-fibronectin deposition fluorescence, overnight; inhibition, % at 12.6 µM; 350,000 compounds, 0.086% hits;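 active means mean inhibition across replicates of 30% or more, regardless of how many single replicates reach that level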;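 further: positive control wells lacked labelled fibronectin entirely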
#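 Assay system: AH1F fibroblasts / Quantity: 10000 cells per well / Medium: DMEM plus 2% serum, read in PBS / Reagent: labelled fibronectin 24 nM / Dosing: single dose, pinned / Times: 1 h cell attachment, overnight exposure to compound and label / Signal: fluorescence, ex 485 nm, em 525 nm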
# CASP6 VEID inh = caspase-6 (human) enzyme inhibition | inhibition, % at 12.5 µM | P55212 | 350,000 compounds, 0.53% hits | purified caspase-6, Z-VEID-R110 cleavage fluorescence;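 active means mean inhibition across replicates at least about 35%, with every replicate also reaching that limit, limit read from the data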;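 further: 0% = median of neutral control wells and 100% = no fluorescence left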
# Target sequence (P55212 24-179 limits assumed): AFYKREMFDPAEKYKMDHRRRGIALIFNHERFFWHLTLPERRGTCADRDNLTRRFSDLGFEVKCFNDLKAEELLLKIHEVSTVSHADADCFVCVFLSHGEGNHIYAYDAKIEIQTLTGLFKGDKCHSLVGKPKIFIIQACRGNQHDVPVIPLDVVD
# Target sequence (P55212 194-293 limits assumed): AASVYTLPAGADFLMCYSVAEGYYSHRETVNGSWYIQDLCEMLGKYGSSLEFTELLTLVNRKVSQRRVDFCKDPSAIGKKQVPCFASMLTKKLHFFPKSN
# miR122 inh = blocks miR-122 activity in Huh7 sensor cells; 340,000 compounds, 0.3% hits; activation (reporter increase), % at 12.5 µM; AID 602342; Huh7 miR-122 Renilla luciferase sensor, 48 h; neutral wells = 0, positive control = 100;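 active means mean replicate activation score at least 90 and every replicate individually at or above 90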;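 further: higher luciferase means less miR-122 activity so hits act as miR-122 inhibitors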
# PAX8 reporter = inhibitors of PAX8 transcriptional activity in RMG-I cells; inhibition, % at 12.6 µM; RMG-I TPO-luciferase reporter, SteadyGlo, 24 h; AID 652154; 360,000 compounds, 1.2% hits;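 active means mean replicate inhibition at least 60% with every replicate also reaching 60%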;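 further: luciferase light reporting Pax8 driven TPO promoter activity; plate controls were median of neutral control wells for no effect and mitoxantrone controls for full effect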
# LGR2 antag = inhibitors of bursicon-induced Drosophila LGR2 receptor cAMP signaling. inhibition, % at 9.99 µM. 380,000 compounds, 0.35% hits. HEK293 LGR2, CRE-luciferase, bursicon-stimulated, 4 h;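 active means drop in luminescence signal, shown as inhibition above about 50% in the replicate tests, limit read from the data, passing the limit was not always enough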;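 further: agonist challenge used bursicon conditioned medium at about half maximal strength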
# EWS-Fli block = blocks EWS/Fli oncoprotein-driven transcription | A673 NR0B1-luciferase reporter, viability-normalised | inhibition, % at 12.6 µM | 350,000 compounds, 0.67% hits | AID 651661;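 active means mean inhibition of at least 50% after viability correction, with every replicate also passing that limit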;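 further: firefly luciferase signal divided by Alamar Blue viability fluorescence both relative to DMSO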
# The depositor's hits bear a star; x = no result given; [ ] = remark or other dose.
SMILES,Cneo AK release,PGC1a acetyl inh,FN deposit inh,CASP6 VEID inh,miR122 inh,PAX8 reporter,LGR2 antag,EWS-Fli block
C[C@@H]1CN([C@H](C)CO)C(=O)c2cc(NC(=O)CCCN(C)C)ccc2O[C@@H]1CN(C)Cc1ccccc1,-4,10,x,-1,3[16.7 µM],-6,0,-3
CCOc1ccc(N(C(C)=O)c2nc(C)cc(C)c2C#N)cc1,-1,-4,x,x,3,x,23,x
O=C(O)/C=C/C(=O)NCc1csc2ccccc12,x,x,22,-2,x,-17,21,12
COc1cc(C(=O)NCc2ccc3[nH]c(C)cc3c2)cc(OC)c1OC,x,-1,-5,2,x,0,-2,3
CCCC#Cc1ccc([C@H]2[C@@H](CO)N3C(=O)CN(C(=O)Cc4cccnc4)C[C@@H]23)cc1,x,-4,x,-2,x,4,-9,2
N#CCCN(C(=O)COC(=O)CSc1ccc(Cl)cc1)c1ccccc1,-1,2,-3,4,1,-16,5,0
CCOc1ccc(C(CC(=O)O)NC(=O)COc2ccccc2)cc1 (configuration not stated),-1,-1,10,x,7,-12,x,x
O=C1CCC2c3ccc4ccccc4c3CCN12 (configuration not stated),10,9,30*,x,-6,x,x,x
COc1ccccc1-c1nnc(NC(=O)c2ccc3c(c2)OCO3)s1,x,-6,1,-1,x,-4,-9,37
CC(C)[C@@H](CO)NS(=O)(=O)c1ccc(Br)cc1F,6,-1,1,2,-3,-8,2,-1
CC(=O)NCCn1c(SCC(=O)Nc2ccc(C)cc2)nc2ccccc2c1=O,x,-9,-11,-4,3,15,4,4
O=C(C[C@@H]1CC[C@H]2[C@@H](COC[C@H](O)CN2CC2CCOCC2)O1)N1CCOCC1,-2,5,-1,-1,6[16.7 µM],-10,7,7
N#CCC(=O)Nc1nc(-c2ccc3c(c2)OCCO3)cs1,x,x,4,2,x,-84,-27,-48
CCCCC(O)(CCN1CCOCC1)c1ccc(Cl)cc1 (configuration not stated),-2,-6,x,0,-2,x,8,-6
Cc1cc(C)n(-c2ncccc2[N+](=O)[O-])n1,-5,3,-2,-1,-10,-8,-11,6
O=[N+]([O-])c1ccccc1/C=C/CN1CCN(Cc2ccc3c(c2)OCO3)CC1,4,-11,-2,-1,3,15,5,9
COc1cccc(CNC(=O)COC(=O)c2cc(Br)c(Br)s2)c1,2,-2,-2,0,-6,-5,6,-5
CCN(CC)S(=O)(=O)c1cccc(C(=O)NC2=NCCS2)c1,-1,7,-1,-2,3,18,-13,1
CCC(=O)N1CC[C@H]2[C@H](CO)Nc3ccc(-c4ccc(F)cc4)cc3[C@H]21,1,-5,4,1,3[16.7 µM],23,5,-1
CCN(CC)c1ccc(/C=N/N=C(c2ccccc2)c2ccccc2)c(O)c1,x,x,-3,16,x,-8,x,-5
Cc1ccc(NS(=O)(=O)c2ccc(-n3cccn3)cc2)cc1C,0,-4,3,-1,65,-12,-4,-2
CCOc1ccc(C(=O)NCC(=O)Nc2ccc(N3CCOCC3)cc2)cc1OCC,x,x,6,-1,x,-18,-9,-32
O=C1c2cccc(OCC(=O)N3CCCc4ccccc43)c2CCN1Cc1ccc(F)cc1,x,x,7,2,x,-16,34,-4
C[C@H]1CN([C@@H](C)CO)C(=O)c2cccc(NC(=O)CCCCCC(=O)Nc3ccccc3N)c2O[C@H]1CN(C)CC1CC1,x,12,x,0,x,9,13,4
CN1[C@@H]2CN(C(=O)C3CCCCC3)c3ccccc3[C@@H]2[C@@H]1CO,6,4,2,3,14[16.7 µM],-16,-4,-1
Fc1ccccc1NC(=S)NCCc1ccc(Cl)cc1,15,x,9,3,7,-203,-67,-73
COCC(=O)N(C)C[C@H]1Oc2cc(-c3ccccc3)ccc2S(=O)(=O)N([C@H](C)CO)C[C@H]1C,-3,-2,x,-2,-7[16.7 µM],-2,-18,-8
CN1CCN(C2CN(Cc3ccccc3)S(=O)(=O)C2)CC1 (configuration not stated),-1,-7,1,-7,4,-8,-2,4
Cc1cccc(N(C)S(=O)(=O)c2ccc3c(c2)NC(=O)CC(=O)N3)c1,0,4,2,-1,x,-5,8,3
Cc1c(C(=O)NN2CCOCC2)cccc1[N+](=O)[O-],x,x,3,-1,x,12,-8,-3
O=C(COC(=O)c1cc(Cl)ccc1[N+](=O)[O-])NCc1ccc(Cl)cc1Cl,-1,-1,0,11,-6,5,-30,10
CC(NC(=S)Nc1cccc(F)c1)C(c1cccs1)N1CCOCC1 (configuration not stated),8,-1,-9,18,1,6,-18,-3
CCCNC(=O)C[C@@H]1CC[C@H]2[C@@H](COc3ccc(NC(=O)c4ccccc4)cc3C(=O)N2C)O1,-1,-1,-25,-3,2[16.7 µM],1,-3,3
Cc1cc(O)c(-c2n[nH]c3c2C(c2cccc(O)c2)N(Cc2cccnc2)C3=O)cc1Cl (configuration not stated),0,-3,3,x,7,-10,x,x
Cc1ccc2oc(C(=O)N(Cc3ccc(N(C)C)cc3)C3CCS(=O)(=O)C3)c(C)c2c1 (configuration not stated),1,4,-2,59*,1,6,9,-5
COc1ccc(NS(=O)(=O)c2ccc(NN=Cc3ccc(C(=O)O)cc3)c([N+](=O)[O-])c2)cc1,x,x,-3,0,x,-17,0,7

# A draw from above in order of molar mass, falling:
SMILES,Cneo AK release,PGC1a acetyl inh,FN deposit inh,CASP6 VEID inh,miR122 inh,PAX8 reporter,LGR2 antag,EWS-Fli block
COCC(=O)N(C)C[C@H]1Oc2cc(-c3ccccc3)ccc2S(=O)(=O)N([C@H](C)CO)C[C@H]1C,-3,-2,x,-2,-7[16.7 µM],-2,-18,-8
Cc1ccc2oc(C(=O)N(Cc3ccc(N(C)C)cc3)C3CCS(=O)(=O)C3)c(C)c2c1 (configuration not stated),1,4,-2,59*,1,6,9,-5
O=C(COC(=O)c1cc(Cl)ccc1[N+](=O)[O-])NCc1ccc(Cl)cc1Cl,-1,-1,0,11,-6,5,-30,10
Cc1cccc(N(C)S(=O)(=O)c2ccc3c(c2)NC(=O)CC(=O)N3)c1,0,4,2,-1,x,-5,8,3
CN1[C@@H]2CN(C(=O)C3CCCCC3)c3ccccc3[C@@H]2[C@@H]1CO,6,4,2,3,14[16.7 µM],-16,-4,-1
Fc1ccccc1NC(=S)NCCc1ccc(Cl)cc1,15,x,9,3,7,-203,-67,-73

# More records
SMILES,Cneo AK release,PGC1a acetyl inh,FN deposit inh,CASP6 VEID inh,miR122 inh,PAX8 reporter,LGR2 antag,EWS-Fli block
N#CCCN(C(=O)CSc1n[nH]c(=O)[nH]c1=O)c1ccccc1,1,-10,2,1,1,x,-13,-3
CNS(=O)(=O)c1cc(C(=O)NCc2ccco2)ccc1Cl,1,6,x,x,12,x,-1,x
COC(=O)c1sccc1NC(=O)C1CC2CCC1C2 (configuration not stated),2,2,5,x,-16,x,x,x
CNC(=O)C[C@H]1CC[C@H]2[C@@H](COc3ccc(NC(=O)C4CC4)cc3C(=O)N2C)O1,0,5,-1,x,-43[16.7 µM],-21,-5,-4
CC(=O)c1ccc(S(=O)(=O)NCc2nnnn2-c2ccccc2)cc1,0,-4,10,-2,14,4,6,-6
CCCS(=O)(=O)c1nc(S(=O)(=O)c2ccc(C)cc2)c(N2CCCC(C)C2)s1 (configuration not stated),2,-3,-5,-2,28,17,13,x
COc1ccc(Cl)cc1NC(=O)C1CCCN(c2ncnc3c2nc2n3CCCCC2)C1 (configuration not stated),5,-2,13,0,2,-1,25,-1
COc1cccc(NC(=O)CN(C)CC(=O)Nc2ccc3c(c2)CCC3)c1,-2,x,x,2,-6,10,27,-10
CCCCOC(=O)c1c(C)oc2ccc(NS(=O)(=O)c3ccc4c5c(cccc35)C(=O)N4)cc12,0,-2,x,x,23,x,4,x
Cn1nc(C(=O)NCc2ccc(F)cc2)cc1C(=O)NCc1ccc(F)cc1,x,x,5,4,x,3,5,3
C[C@H]1CN([C@@H](C)CO)C(=O)c2cc(NC(=O)c3ccncc3)ccc2O[C@@H]1CN(C)C(=O)Nc1ccc(F)cc1,-1,5,-2,1,-2[16.7 µM],4,-16,-3
CO[C@@H]1CN(C)C(=O)c2ccc(NC(=O)c3ccc(Oc4ccccc4)cc3)cc2OC[C@@H](C)NC[C@@H]1C,x,-6,-3,x,x,14,6,2
CCN(CC)c1ccc(NC(=O)c2c(C)noc2C)cc1,-2,4,x,1,3,-17,-9,x
CC(C)C(C(=O)OCC(=O)c1ccc2c(c1)NC(=O)CO2)N1C(=O)c2ccccc2C1=O (configuration not stated),0,-6,x,x,-3,-6,x,x
O=C(C[C@H]1CC[C@H]2[C@@H](COC[C@@H](O)CN2Cc2cccc(Cl)c2)O1)NCc1cccc(F)c1,1,-1,4,0,-2[16.7 µM],5,20,11
C[C@H](CO)N1C[C@H](C)[C@H](CN(C)C(=O)Nc2ccc(F)cc2)Oc2ccc(NC(=O)Nc3cccc4ccccc34)cc2CC1=O,-2,15,x,-3,-2[16.7 µM],9,-2,5
COc1ccc(-c2cc(C)no2)cc1S(=O)(=O)NCC(C)c1ccccc1 (configuration not stated),0,-3,-6,-1,148*,0,-19,-1
CC(=O)c1nn(-c2ccc(Cl)cc2)cc1C(=O)c1ccc(C)cc1,4,6,2,0,0,35,x,-2
CC(C)(C)C(=O)Nc1cccc(OC(F)(F)C(F)Cl)c1 (configuration not stated),-1,-1,-17,6,-3,-29,-25,-7
C[C@H]1CN([C@@H](C)CO)S(=O)(=O)c2ccc(C#Cc3cccnc3)cc2O[C@@H]1CN(C)CC1CCOCC1,-3,-45,7,2,3[16.7 µM],-34,23,11
C=C1CCN([C@@H](CC(C)C)C(=O)NCc2ccc(Cl)c(Cl)c2)S(=O)(=O)c2ccccc21,1,-7,4,0,-5,36,7,3
O=C(C[C@H]1CC[C@H]2[C@@H](COC[C@@H](O)CN2C(=O)Nc2ccc(Cl)c(Cl)c2)O1)NCc1ccc(Cl)c(Cl)c1,-6,10,12,0,-7[16.7 µM],45,27,10
O=C(NCCOc1nc(N2CCOCC2)nc(N2CCOCC2)n1)Nc1ccc(Cl)cc1,3,-6,1,x,x,x,-13,x
Cc1cc([N+](=O)[O-])nn1CC(=O)Nc1nccs1,0,2,4,1,-3,-3,3,2
O=C(Nc1ccc(C(=O)O)cc1)/C(=C\c1ccccc1)NC(=O)c1ccccc1,-1,-5,x,-1,-3,-5,2,-6
Cc1cc(NC(=S)N(Cc2ccc(Cl)cc2)Cc2ccc(C(=O)O)cc2)ccc1Cl,-1,13,4,12,0,-18,x,7
O=C(COc1ccc(Br)cc1CO)Nc1ccc(S(=O)(=O)N2CCCCC2)cc1,1,6,3,2,2,13,1,13
CCCN1Cc2cccc(C(=O)NC(CC(=O)OCC)c3ccc(OC(C)C)cc3)c2C1=O (configuration not stated),x,-8,-10,1,-6,-8,0,0
CCC(=O)N1CC2(C1)[C@@H](c1ccccc1)[C@@H](CO)N2Cc1cccc(Cl)c1,x,-5,x,-1,x,x,3,0
O=C(Cc1ccccn1)NCC[C@@H]1CC[C@@H](NS(=O)(=O)c2ccc(F)cc2)[C@@H](CO)O1,19,7,x,-2,x,-6,1,2
COc1ccc(/C=C2\SC(=O)N(CCCC(=O)Nc3ccc(C(=O)O)cc3)C2=O)cc1OC,-2,x,3,3,-6,0,14,18
Cc1cc(C)c(C2C(C#N)=C(N)Oc3n[nH]c(C)c32)cc1CN1CCOCC1 (configuration not stated),x,10,x,0,-7,x,15,-1
O=C1C=C(/C=C/c2ccccc2)C[C@@H](c2ccc(F)cc2)C1,-2,-14,-4,1,3,-8,-8,-5
CCc1cc2ccc(C)cc2nc1SCC(=O)NNC(=O)c1ccco1,x,x,1,7,x,12,-36,0
